Source: PubChem
FXN GAA850 act = frataxin GAA850 promoter activation. HEK293 lucGAA850 FXN promoter luciferase reporter, 24 h; percent of 10 µM SAHA response. activation, % at 6 µM. hit rate 0.56% among 360,000. AID 540364;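 active = activation above the average of all compounds screened plus 3 SD, cutoff fixed separately per campaign, cut at about 7.5% in these data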;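 note: 0% = DMSO wells and 100% = 10 µM SAHA wells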
hgDAF-12 ag = agonists of H. glycines DAF-12 nuclear receptor; AID 687014; hit rate 1.8% among 370,000; activation, % at 6.8 µM; HEK293 GAL4-hgDAF12 UAS-luciferase reporter, agonist luminescence; normalized to butyrate control;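 active = activation above a cutoff set at the mean of all screened compounds plus 3 SD, cut at about 10% in these data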;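 note: 0% = DMSO wells and 100% = sodium butyrate wells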
ssDAF-12 act = activates DAF-12 receptor from parasite S. stercoralis; HEK293 ssDAF-12/GRIP1 lit1-tk-luc reporter, luminescence; % of 3 µM dafachronic acid response; hit rate 1% among 370,000; activation, % at 6.8 µM;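 active = activation above the mean over all tested compounds plus 3 SD, cut at about 0.9% in these data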;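 note: 0% = DMSO-only wells and 100% = 3 µM delta7-dafachronic acid wells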
ADAM10 inh = inhibits human ADAM10 | hit rate 0.62% among 370,000 | O14672 | recombinant ADAM10, EDANS/DABCYL FRET peptide cleavage, 3 h | inhibition, % at 7 µM;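 active = inhibition above a per-campaign cutoff equal to the mean of compounds falling between control-based bounds plus 3 SD, cut at about 20% in these data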;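 note: 0% = DMSO wells while the 100% control is not disclosed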
Target sequence (O14672 214-748 limits assumed): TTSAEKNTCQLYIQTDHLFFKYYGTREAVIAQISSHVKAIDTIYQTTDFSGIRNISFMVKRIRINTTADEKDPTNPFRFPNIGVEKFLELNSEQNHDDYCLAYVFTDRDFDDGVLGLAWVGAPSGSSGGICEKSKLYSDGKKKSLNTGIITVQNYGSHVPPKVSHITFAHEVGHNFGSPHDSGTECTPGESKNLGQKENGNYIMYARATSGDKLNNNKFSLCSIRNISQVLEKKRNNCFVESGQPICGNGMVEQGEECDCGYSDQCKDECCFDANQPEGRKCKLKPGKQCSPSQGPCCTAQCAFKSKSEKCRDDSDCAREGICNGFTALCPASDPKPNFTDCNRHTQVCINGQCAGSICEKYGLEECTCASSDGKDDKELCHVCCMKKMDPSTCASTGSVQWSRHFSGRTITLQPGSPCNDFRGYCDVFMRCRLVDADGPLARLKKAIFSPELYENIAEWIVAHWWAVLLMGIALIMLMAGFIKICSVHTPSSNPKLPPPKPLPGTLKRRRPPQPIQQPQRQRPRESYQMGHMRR
hcDAF12 agonist = activators of H. contortus DAF-12 nuclear receptor | HEK293 hcDAF-12 lit1-tk-luc reporter, luminescence; 0% DMSO, 100% Δ7-dafachronic acid | activation, % at 6.8 µM | hit rate 1.4% among 370,000 | AID 652067;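 active = activation above the mean of all tested compounds plus 3 SD, cut at about 5.5% in these data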;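 note: 100% = response to 3 µM Δ7-dafachronic acid high control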
GC-A act = GC-A (human) enzyme activation. P16066. HEK293 GC-A cells, cGMP TR-FRET, EC30 ANP; 0% at EC30 ANP, 100% saturating ANP. activation, % at 10 µM. hit rate 0.14% among 370,000. AID 1671463; in the data active = activation above about 40%
NPR2 activator = GC-B (human) receptor activation | activation, % at 10 µM | hit rate 0.11% among 370,000 | HEK293-GC-B cells, CNP EC30, cGMP TR-FRET; 0% at EC30 CNP, 100% saturating CNP | P20594;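 active = activation at 10 µM reaching about 35% in either raw or pattern-adjusted values, limit read from the data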
DAX1 inh-1 = inhibitors of DAX1 repression of SF-1 activated StAR promoter; HEK293T StAR-luciferase reporter, SF-1/DAX-1 repression relief; inhibition, % at 6.8 µM; hit rate 1.1% among 370,000; AID 652010;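 active = inhibition above the mean over all tested compounds plus 3 SD, cut at about 3.6% in these data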;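 note: 0% = DAX-1 cells with DMSO and 100% = cells lacking DAX-1 with DMSO; higher inhibition means more luminescence from relief of DAX-1 repression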
SMARCA2 act = increases SMARCA2 function in MMTV reporter cells; MG213 cells, MMTV-luciferase reporter, dexamethasone, overnight; activation, % at 9.1 µM; hit rate 1% among 370,000; in the data active = activation above about 7.8%;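 note: 0% = vehicle wells and 100% = reference activator wells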
DAX1 inh-2 = inhibitors of human orphan nuclear receptor DAX1 (NR0B1); HEK293 Gal4-DAX1 luciferase reporter, luminescence; inhibition, % at 6.75 µM; hit rate 0.99% among 340,000; AID 504766;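 active = inhibition above the mean over all tested compounds plus 3 SD, cut at about 4.2% in these data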;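 note: 0% = DAX1-transfected cells with DMSO and 100% = empty-vector control cells with DMSO; inhibition shows as a rise in luminescence from relieved DAX1 repression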
Target sequence (P51843 207-470 limits assumed): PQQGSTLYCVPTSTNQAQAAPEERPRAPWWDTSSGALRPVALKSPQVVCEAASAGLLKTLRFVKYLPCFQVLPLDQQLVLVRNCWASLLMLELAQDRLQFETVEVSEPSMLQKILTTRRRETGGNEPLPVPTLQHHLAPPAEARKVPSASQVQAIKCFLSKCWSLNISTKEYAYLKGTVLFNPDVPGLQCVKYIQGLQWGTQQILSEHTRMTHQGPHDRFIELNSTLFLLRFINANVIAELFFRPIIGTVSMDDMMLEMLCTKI
sPLA2-III inh = Blocks human group III sPLA2 activity; AID 743126; inhibition, % at 12.2 µM; QFRET BODIPY PC-A2 liposome hydrolysis, fluorescence; hit rate 0.56% among 370,000;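 active = inhibition above mean plus 3 SD of compounds lying within the high and low control bounds, cut at about 19% in these data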;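 note: 0% = median of test compound wells and 100% = no enzyme DMSO wells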
The depositor's hits bear a star; / = no result given; & = joins results of further samples. Compounds as they come; about 6.6% have a hit in one of these screens.

SMILES	FXN GAA850 act	hgDAF-12 ag	ssDAF-12 act	ADAM10 inh	hcDAF12 agonist	GC-A act	NPR2 activator	DAX1 inh-1	SMARCA2 act	DAX1 inh-2	sPLA2-III inh
CCn1c(CCC(N)=O)nnc1SCC(=O)Nc1cccc(S(=O)(=O)N2CCCC2)c1	1.4	-3.2	-0.8	-12	0.5	2	0	0.3	-2	2.4	0
O=C(CN(CCc1ccccc1)S(=O)(=O)c1ccccc1)N1CCOCC1	/	-0.7	-1.1	1	-0.3	2	4	-1.5	-5	/	-1
CCCC[C@H](C(=O)N(CC)c1ccccc1)[C@@H](O)c1ccc(C(C)=O)cc1	/	-2.0	-1.0	-8	1.3	-26	-23	-1.6	-3	/	6
CC(C)(C)c1cc(-c2n[nH]c(=S)n2-c2ccccc2F)n[nH]1	1.2	0.5	-1.0	4	2.1	1	2	0.2	3	1.7	12
Cc1ccc(N/C(CSC(N)=O)=N/S(=O)(=O)c2ccccc2)cc1	-0.1	-1.8	-0.4	-3	-0.8	-5	-1	0.8	-3	0.6	1
O=C(COc1ccc(F)cc1)N1c2ccccc2CCc2ccccc21	-0.5	-3.1	-1.5	-1	-1.1	-17	-9	-0.3	-4	-1.5	-11
C#Cc1cccc(NC(=O)Cc2cccs2)c1	1.4	0.6	0.1	1	1.4	-6	1	-0.3	0	0.1	-3
CN(CCOC(=O)c1cc2ccccc2o1)C1CN(Cc2cn(Cc3cccc(F)c3)nn2)S(=O)(=O)C1 (centres undefined)	/	-0.7	-1.1	-7	-0.9	-2	-2	-0.5	1	/	2
CCOC(=O)c1ccc(NC(=O)NC2CC3CCC(C2)N3C(=S)NC)cc1 (centres undefined)	1.1	1.4	-1.9	-5	-0.2	0	-4	0.5	-1	0.7	0
COC(=O)[C@@]1(Cc2ccc(F)cc2)[C@H]2c3cc(C(=O)N4CCCC4)n(Cc4ccc(C)c(F)c4F)c3C[C@H]2CN1C(=O)c1ccccc1	/	6.6	-1.3	9	-1.3	-3	9	-1.9	0	/	-4
COc1cc(C(F)(F)F)nc2ccc(C#CCOC(=O)Nc3ccccc3)cc12	0.7	-0.9	-1.3	-1	-2.3	-2	8	-0.7	0	1.4	-8
O=C(O)CCSc1ccc2ccccc2n1	0.6&0.3	-0.1	-1.1	-16	0.8	16	4	-0.1	-4	0.2&-0.3	-3
Cc1ccc(C(C#N)N2CCOCC2)cc1 (centres undefined)	1.8	-2.7	-1.1	-2	-0.2	2	-4	-0.5	0	0.5	0
COc1ccc(CN2CC(C(=O)N3CC(C)CC(C)C3)CC2=O)cc1 (centres undefined)	2.0	-0.6	-0.9	-6	-1.5	-2	3	0.0	-1	0.1	5
COc1ccc(S(=O)(=O)N2C[C@H]3CON(C)[C@H]3C[C@H]2c2ccc(-c3cccc(F)c3)cc2)cc1	/	4.4	-1.2	7	-1.9	5	4	1.5	-3	/	-22
CCC(=O)NNc1nc2c(C)cc(C)cc2s1	0.6	-0.7	-1.7	4	-0.9	0	1	0.8	-4	2.2	-6
COc1cccc(C(=O)Nc2ccccc2C(=O)NC2CC2)c1	-2.0	-1.0	-0.7	-3	-2.0	3	-6	-2.2	0	-0.6	0
CCN(CC(=O)Nc1ccc(NC(C)=O)cc1)C(=O)CCN1C(=O)C2CC=CCC2C1=O (centres undefined)	0.4	-0.4	-1.1	4	1.1	2	3	0.5	-2	1.8	-3
COc1ccc(CCNC(=O)c2ccc3nc[nH]c3c2)cc1	-0.2	0.3	-1.4	3	-2.1	1	2	-0.2	0	0.4	2
CC1CCN(C2=C(NS(=O)(=O)c3ccc(Br)cc3)C(=O)c3ccccc3C2=O)CC1	2.8	2.1	-0.1	1	2.3	-3	-1	0.1	0	-0.6	10
O=C(/C=C/c1ccc(S(=O)(=O)N2CCOCC2)cc1)Nc1ccc(F)c(F)c1F	1.4	-3.5	-1.9	-8	-2.6	-4	-1	-4.1	-2	-1.9	-10
CCOC(=O)C1CCCN(C(=O)c2cc3nc(-c4cccc(OC)c4)cc(C(F)(F)F)n3n2)C1 (centres undefined)	2.4	-0.6	-1.1	-9	-1.1	20	32	-0.6	0	-0.4	-2
Cc1ncc(CO)c(/C=N/NC(=O)c2cccc(S(=O)(=O)N3CCCC3)c2)c1O	-2.1	-3.5	-1.2	-352	-0.1	2	-2	-1.3	-2	-0.9	-14
CCCCCC(C)NC(=S)NC(=O)c1cc(S(=O)(=O)N2CCOCC2)ccc1C (centres undefined)	2.0	-0.7	-2.5	0	-2.5	-4	-2	-1.4	-4	-1.1	-13
CCc1ccc(S(=O)(=O)Nc2ccc(Cl)cn2)cc1	2.2	-0.9	-0.9	-9	-1.2	0	3	0.2	0	0.0	-7
COc1ccc2c3c(cccc13)C(=O)N(O)C2=O	2.6	8.1	-0.2	-136	3.5	-2	-6	1.5	9.0*	0.8	-3
O=C(c1ccc(-c2ccccc2)cc1)N1CCN(c2ccccc2F)CC1	1.3	1.6	-1.3	14	2.4	0	2	0.1	-1	1.0	5
Fc1cccc(Cl)c1Cn1ncc2ccccc21	3.0	6.1	-0.3	-1	-0.7	-6	-4	-0.3	-2	-0.1	-3
CCOC(=O)Cn1cc(CN2C(C(=O)OC)CN(C3CCCC3)CCS2(=O)=O)nn1 (centres undefined)	/	2.6	-0.1	6	-1.7	1	3	-0.4	-2	/	14
O=C(N/N=C/c1ccccc1Cl)c1[nH]c2ccc(Br)cc2c1-c1ccccc1	-0.1	-3.1	-1.5	-7	-3.0	3	3	-0.5	0	-0.1	4
CS(=O)(=O)N1CCC(Oc2ccccc2C(=O)NCCCc2cccnc2)CC1	-0.3	2.7	-1.2	5	1.9	1	2	0.6	-5	-0.1	8
CN(C)c1ccc(C2N(c3ccc(Cl)cc3)C(=O)C3CCCN32)cc1 (centres undefined)	0.6	2.0	-1.2	-5	-1.8	-1	5	0.5	2	1.5	4
O=C(N/N=C/c1ccc(N2CCOCC2)s1)c1ccc(NS(=O)(=O)c2cccs2)cc1	2.8	2.6	-1.5	-23	-1.2	0	-2	1.3	0	1.2	-12
Cc1cc(C)c2c(-n3cccc3)c(C(=O)NNS(=O)(=O)c3ccc(F)cc3)sc2n1	-0.9	-2.1	-0.8	1	-1.8	-7	0	-0.9	5	3.1	-55
CCOC(=O)C1CCCN(C(=O)C2CCN(S(=O)(=O)CC)CC2)C1 (centres undefined)	2.0	0.0	-1.8	0	-2.2	1	2	0.3	-4	-0.2	-2
O=C(Nc1ccccc1)c1cc2ccccc2c(=O)s1	-1.5	18*	-0.6	3	4.3	-7	-6	2.1	1	1.7	-17
O=C(CCCC(=O)N(CC(=O)NC1CCCCC1)Cc1ccc2c(c1)OCO2)Nc1ccccn1	-0.7	-0.2	-0.9	-5	-1.4	5	2	0.3	1	-0.4	-5
Nc1nc(Cn2nnc(-c3ccccc3F)n2)nc(N2CCOCC2)n1	3.8	-1.8	-1.1	-3	0.1	6	0	-0.3	1	1.5	-7
CCOC(=O)c1ccc2c(c1)nc(C)n2CC	2.9	13*	-0.2	3	3.1	3	-2	2.5	-1	3.3	5
C=CCSc1nnc(CNC(=O)c2ccccc2C)n1C(C)C	0.0	-3.0	-1.6	-3	-1.6	2	6	0.4	-3	0.5	4
CCN1C(=O)/C(=C/c2cnn(CC)c2C)SC1=S	2.7	5.3	-1.6	-1	-1.7	1	-5	-0.2	2	0.1	2
Cc1ccc(NC(=O)CC(=O)c2ccccc2)cc1C	4.0	7.2	0.1	-2	1.4	-1	-1	1.1	4	0.4	-24
COc1ccc2[nH]c(C)c(C(=O)CN(C)C)c2c1	1.4	-0.7	-0.5	4	0.8	1	0	0.6	3	0.1	0
CC(C)CCN(C)C1CCN(C(=O)Nc2ccccc2)CC1	/	4.2	-0.6	-8	0.8	2	-4	0.9	7.8*	/	-2
COc1ccc(C(=O)Nc2ccc(N3CCCCC3)cc2)cc1Br	4.2	1.4	0.0	-7	-0.1	1	2	0.9	0	-0.6	8
COc1ccc(NS(=O)(=O)c2ccc(-n3nnc4ccccc43)c([N+](=O)[O-])c2)cc1	-0.2	-2.3	-1.4	7	-1.2	1	-1	-0.1	-1	-0.8	-32
COc1ccc(N2CCN(C(=O)c3ccccc3NC(=O)C3=C(C)OCCS3)CC2)cc1	1.2	2.1	-0.4	2	-1.8	4	3	-0.1	1	-0.1	2
CNCc1c(C)nn(-c2ccccc2)c1C	-1.0	2.2	-1.9	3	-1.2	3	1	0.9	7	-0.5	1
COc1ccc(CNC(=S)N/N=C/c2ccc(OC)c(OC)c2)cc1	-0.5	1.4	-0.8	-3	-0.4	2	1	1.4	2	-0.5	1
Cn1c(-c2ccccc2)cnc1SCC(N)=O	1.3	-1.8	-1.3	-14	-1.0	2	1	-0.2	-2	1.2	10
Cc1cn(C(=O)c2ccccc2)c(=S)n1-c1ccc(Br)cc1	-0.5	1.0	-1.4	-32	-1.5	-9	-9	0.0	-1	-0.2	-7
Cc1ccc(NS(=O)(=O)c2c(C)[nH]c(C)c2C(=O)N2CCCCC2)cc1Cl	-0.9	-2.8	-1.2	11	-2.6	-22	-8	0.1	-4	-0.1	-2

Another view of some results above:
Each structure is followed by: FXN GAA850 act | hgDAF-12 ag | ssDAF-12 act | ADAM10 inh | hcDAF12 agonist | GC-A act | NPR2 activator | DAX1 inh-1 | SMARCA2 act | DAX1 inh-2 | sPLA2-III inh
- CC(C)CCN(C)C1CCN(C(=O)Nc2ccccc2)CC1
    / | 4.2 | -0.6 | -8 | 0.8 | 2 | -4 | 0.9 | 7.8* | / | -2
- COc1ccc(C(=O)Nc2ccc(N3CCCCC3)cc2)cc1Br
    4.2 | 1.4 | 0.0 | -7 | -0.1 | 1 | 2 | 0.9 | 0 | -0.6 | 8
- COc1ccc(NS(=O)(=O)c2ccc(-n3nnc4ccccc43)c([N+](=O)[O-])c2)cc1
    -0.2 | -2.3 | -1.4 | 7 | -1.2 | 1 | -1 | -0.1 | -1 | -0.8 | -32
- COc1ccc(N2CCN(C(=O)c3ccccc3NC(=O)C3=C(C)OCCS3)CC2)cc1
    1.2 | 2.1 | -0.4 | 2 | -1.8 | 4 | 3 | -0.1 | 1 | -0.1 | 2
- CNCc1c(C)nn(-c2ccccc2)c1C
    -1.0 | 2.2 | -1.9 | 3 | -1.2 | 3 | 1 | 0.9 | 7 | -0.5 | 1
- COc1ccc(CNC(=S)N/N=C/c2ccc(OC)c(OC)c2)cc1
    -0.5 | 1.4 | -0.8 | -3 | -0.4 | 2 | 1 | 1.4 | 2 | -0.5 | 1
- Cn1c(-c2ccccc2)cnc1SCC(N)=O
    1.3 | -1.8 | -1.3 | -14 | -1.0 | 2 | 1 | -0.2 | -2 | 1.2 | 10
- Cc1cn(C(=O)c2ccccc2)c(=S)n1-c1ccc(Br)cc1
    -0.5 | 1.0 | -1.4 | -32 | -1.5 | -9 | -9 | 0.0 | -1 | -0.2 | -7
- Cc1ccc(NS(=O)(=O)c2c(C)[nH]c(C)c2C(=O)N2CCCCC2)cc1Cl
    -0.9 | -2.8 | -1.2 | 11 | -2.6 | -22 | -8 | 0.1 | -4 | -0.1 | -2
